From PubChem
GPR151 ag: activators of human GPR151; hit rate 1% among 650,000; AID 1508602; PathHunter beta-arrestin GPR151 cells, luminescence; Q8TDV0; activation, % at 11.2 µM; in the data active = activation above about 4.9%;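 also: 0% = median of compound wells and 100% = cells with positive control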
Target sequence (Q8TDV0 whole entry, looked up): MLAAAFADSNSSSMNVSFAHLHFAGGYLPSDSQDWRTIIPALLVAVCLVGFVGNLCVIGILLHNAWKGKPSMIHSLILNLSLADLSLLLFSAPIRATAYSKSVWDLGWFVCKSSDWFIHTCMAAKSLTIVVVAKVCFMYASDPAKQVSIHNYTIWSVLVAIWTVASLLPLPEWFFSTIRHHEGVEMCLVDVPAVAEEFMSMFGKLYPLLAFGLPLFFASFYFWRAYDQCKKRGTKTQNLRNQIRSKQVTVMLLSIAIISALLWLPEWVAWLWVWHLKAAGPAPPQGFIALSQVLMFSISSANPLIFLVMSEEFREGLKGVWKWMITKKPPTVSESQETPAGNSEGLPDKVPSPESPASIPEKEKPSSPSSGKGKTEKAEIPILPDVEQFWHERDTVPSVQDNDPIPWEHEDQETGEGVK
TEAD-YAP block: TEAD-YAP interaction inhibition; HEK-TIYL cells, TEAD-Gal4/YAP UAS-luciferase luminescence; inhibition, % at 9.12 µM; hit rate 1.4% among 640,000; in the data active = inhibition above about 32%;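 also: 0% = median of test compound wells and 100% = reference inhibitor wells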
MITF inh: inhibitors of human MITF | inhibition, % at 2.6 µM | O75030 | hit rate 0.91% among 650,000 | AlphaScreen MITF homodimerization, bead proximity signal; in the data active = inhibition above about 50%;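 also: 0% = vehicle wells with protein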
Target sequence (O75030 whole entry, looked up): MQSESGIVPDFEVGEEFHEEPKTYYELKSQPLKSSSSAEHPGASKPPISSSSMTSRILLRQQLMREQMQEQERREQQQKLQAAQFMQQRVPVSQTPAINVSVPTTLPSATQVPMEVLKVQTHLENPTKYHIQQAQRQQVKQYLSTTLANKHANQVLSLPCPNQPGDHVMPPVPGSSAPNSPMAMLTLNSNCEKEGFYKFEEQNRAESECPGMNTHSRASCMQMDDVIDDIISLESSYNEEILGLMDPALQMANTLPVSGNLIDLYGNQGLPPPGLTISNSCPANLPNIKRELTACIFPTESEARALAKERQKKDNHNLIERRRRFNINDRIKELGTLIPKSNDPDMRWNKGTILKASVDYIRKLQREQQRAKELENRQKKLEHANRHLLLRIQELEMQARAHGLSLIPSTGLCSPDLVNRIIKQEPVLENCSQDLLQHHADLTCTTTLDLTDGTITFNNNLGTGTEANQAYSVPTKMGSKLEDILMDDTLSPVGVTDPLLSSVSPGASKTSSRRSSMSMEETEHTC
FBW7 activator: activators of human E3 ligase FBW7; hit rate 0.13% among 650,000; normalized activity (activation), % at 26.1 µM; AlphaScreen FBW7–phospho-cyclin E peptide binding, activator screen; Q969H0; in the data active = normalized activity above about 1.9%;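 also: purified mutant Fbw7 with reduced substrate affinity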
An asterisk follows results filed as active.

SMILES	GPR151 ag	TEAD-YAP block	MITF inh	FBW7 activator
COC(=O)[C@@H](NC(=O)C1CC(Cc2cccc(Cl)c2)=NO1)c1ccccc1 (stereo not given in full)	1.0	-24.9	10.0	0.1
CCOC(=O)CSc1nnc2c(C)cc3cc(OC)c(OC)cc3n12	0.2	-24.1	3.0	0.1
Cc1cccc(NCc2cccc([N+](=O)[O-])c2)c1	-0.5	-3.1	68.5*	-0.3
CN1N=Nc2ccc(Br)cc2C1c1ccccc1 (stereo not given)	1.9	-11.5	-14.4	0.0
Cn1c(C(=O)Nc2ccc3c(c2)OCO3)cc2sccc21	-0.1	-86.2	-3.3	0.1
CCCS(=O)(=O)c1c(S(=O)(=O)CCC)c2c3ccccc3ccn2c1C(=O)c1ccc(C)cc1C	0.7	6.8	-6.3	0.1
CS(=O)(=O)N(CC(=O)N1CCC(C(N)=O)CC1)C1CCCCC1	1.4	-0.9	-4.9	-0.1
CCN1C(=O)CC(C(=O)OC)C12CCN(Cc1ccccc1OC(F)F)CC2 (stereo not given)	-1.3	-2.2	-5.5	-0.1
COCCn1c(C)cn2c3c(=O)n(C/C=C/c4ccccc4)c(=O)n(C)c3nc12	3.1	0.1	14.8	0.9
COc1ccc2c(c1)c(C(C)=O)c(C)n2-c1ccc(N(C)C)cc1	-0.6	6.7	13.3	0.4
O=C(Nc1ccc2oc(-c3ccc(I)cc3)nc2c1)c1cc([N+](=O)[O-])ccc1Cl	0.7	9.8	0.2	0.1
COc1cc2c(=O)n(C3CCCC3)c(=O)n(CC(=O)Nc3ccc(F)cc3)c2cc1OC	0.4	7.4	-6.0	0.3
Cc1nc(=O)cc(-c2ccccc2)n1C	-1.9	4.0	12.5	0.6
CS(=O)(=O)N1CCN(c2nc(-c3ccccc3)cs2)CC1	-1.0	-5.9	6.0	0.1
CC1CC(C)(C)NC(=S)N1CCCC(=O)Nc1ccc(Br)cc1F (stereo not given)	0.9	8.3	7.5	0.1
CN(C)C(=O)C1C2NC(=S)NC1(C)Oc1ccc(Br)cc12 (stereo not given)	1.6	-5.4	-4.1	-0.1
Fc1ccc(NCc2nnc(SCc3ccccc3F)o2)cc1	-0.4	-1.0	-2.5	0.0
FC(F)(F)Oc1cccc(-c2cc(NCC3CCCO3)ncn2)c1 (stereo not given)	-0.3	-18.4	-9.3	0.0
CCOC(=O)C1=C(C)N=c2s/c(=C/c3ccc(OCc4cccc5ccccc45)c(OCC)c3)c(=O)n2C1c1ccc(OC)cc1OC (stereo not given)	-1.2	3.1	3.8	0.1
C=CCOc1ccc(/C=N/NC(=O)C(=O)Nc2cccc(C(F)(F)F)c2)cc1OCC	-1.1	10.7	16.3	0.7
CCOc1ccc2nc(N3CCCC3)c(C#N)cc2c1	-1.1	1.2	21.5	0.4
Brc1ccc(C2Nc3c(I)cccc3C3C=CCC32)cc1 (stereo not given)	-1.8	10.7	10.4	0.2
CCC(C(=O)NCc1cccc(F)c1)n1ncn2c(cc3occc32)c1=O (stereo not given)	-1.0	-3.5	-13.2	0.0
Cc1nc(N2CCCC2)c2cc(C)sc2n1	1.2	-9.3	-5.1	-0.1
O=C(CN1C(=O)c2cccc([N+](=O)[O-])c2C1=O)OCC(=O)c1ccc(-c2ccccc2)cc1	-1.3	-15.2	-6.1	0.1
CN(Cc1ccsc1)Cc1ccc(C(=O)NC2C3CC4CC(C3)CC2C4)c(=O)[nH]1 (stereo not given)	1.7	0.1	11.6	-0.1
O=C(/C=C/c1ccccc1[N+](=O)[O-])OCc1ccccc1F	-0.1	-1.0	-3.7	-0.2
COc1ccc(NC(=O)C2=C(C)NC(=O)NC2c2cccc(Cl)c2)cc1 (stereo not given)	-1.0	8.6	-2.0	-0.2
O=[N+]([O-])c1ccccc1S(=O)(=O)N1CCN(c2ncccn2)CC1	0.4	-2.3	-2.4	0.0
CCOCCn1c(=NC(=O)CSC(C)=O)sc2cc(OC)ccc21	2.4	5.2	-0.9	-0.2
CCC(=O)Nc1nc2c(s1)C(=O)CC(C(=O)NCc1ccsc1)C2 (stereo not given)	0.1	-8.3	7.4	-0.1
CC(C)c1ccc(CN2CCc3nnc(CCNC(=O)C4CCCO4)n3CC2)cc1 (stereo not given)	0.8	-7.5	-27.2	0.5
Cc1ccc(C2=CC(c3ccc(F)cc3)n3ncnc3N2)cc1C (stereo not given)	-0.6	-20.3	-10.1	0.0
O=C(NC1CC1)c1ccc2nc(Nc3nccc4ccccc34)sc2c1	-0.9	-42.5	-30.6	0.1
Cc1nn2cc(CNC(=O)CC3C(=O)NCCN3Cc3ccccc3)nc2s1 (stereo not given)	0.0	0.5	4.4	0.0
COc1ccc(-c2cc(-c3ccccc3)c(C#N)c(SCC3(O)CCCCC3S(C)=O)n2)cc1 (stereo not given)	3.7	-6.8	8.0	0.0
NS(=O)(=O)c1ccc(NNC(=S)Nc2ccc(SC(F)F)cc2)cc1	0.2	-3.7	11.8	-0.1
O=C(CC(NC1CCCCC1)C(=O)O)Nc1ccc(F)cc1 (stereo not given)	-1.9	-2.7	19.0	0.5
Cc1ccc(CNC(=O)c2ccccc2Br)cc1	0.0	-1.8	-6.4	0.1
COc1cccc(C2=CC(c3ccc(N(C)C)cc3)n3nnnc3N2)c1 (stereo not given)	-0.6	-5.8	2.8	-0.1
CCOC(=O)CN1C(=O)C(C)(C)Oc2ccc(C(=O)Nc3ccccc3OC)cc21	-0.4	-11.0	13.1	-0.1
CCC(=O)N1CCN(C(=O)c2ccccc2)CC1	1.4	7.9	22.3	0.0
COc1ccc(/C=N/NC(=O)CSCc2ccc(Br)cc2)cc1	3.8	13.7	4.9	-0.1
O=S(=O)(/N=C(/Nc1ccncc1)c1ccccc1Cl)c1cccs1	0.0	-2.2	-1.7	0.0
CCC(C)NC(=O)c1coc2nc3ccccc3nc12 (stereo not given)	-2.2	8.8	8.8	-0.1
Cc1csc(Sc2ccc(C(=O)N3CC(=O)Nc4ccccc43)cc2[N+](=O)[O-])n1	1.5	10.7	-4.0	-0.3
COc1cccc(CN2CCN(Cc3cccc(Cl)c3)CC2)c1OC	0.8	8.2	73.1*	0.2
COc1ccc(C2C(C(=O)OC3CCCCC3)=C(C)NC3=C2C(=O)CCC3)cc1OC (stereo not given)	0.5	-7.2	13.9	1.4
CCOC(=O)C1(C(F)(F)F)N=C(C(F)(F)F)Nc2ccc(OC)cc21 (stereo not given)	-0.7	-6.9	-7.5	-0.1
CCOC(=O)C1=C(C)NC(=S)NC1c1cccc(OC)c1O (stereo not given)	0.0	1.2	17.0	0.0
COc1cc(C=O)ccc1OCCc1ccccc1	-9.3	32.9*	5.9	0.1
Cc1cccc(CC(Cc2nc3ccccc3[nH]2)c2nc3ccccc3[nH]2)c1 (stereo not given)	5.6*	11.6	6.0	-0.2
COc1ccc(C2C(C(=O)O)c3ccccc3C(=O)N2C)cc1O (stereo not given)	-0.5	3.0	9.1	0.0
CN1CCN(C(=O)c2ccc(-c3cnc4c(n3)[nH]c(=O)n4C3CCCCC3)cc2)CC1	0.0	11.4	5.0	-0.1
Cc1c(C(=O)N2CCN(Cc3ccccc3)CC2)sc2ncnc(N3CCC(C)CC3)c12	-0.1	-1.4	6.6	-0.1
CCCNC(=O)Cn1cnc2sc(C(=O)Nc3cc(C)c(Cl)cc3OC)c(C)c2c1=O	1.3	-2.5	2.3	0.1
COc1ccc(NC(=O)c2cnc3cc(C)ccn3c2=O)c(OC)c1	0.0	-4.7	-2.8	-0.2
O=S(=O)(c1ccc(-n2cnnn2)cc1)c1ccc(-n2cnnn2)cc1	0.3	-5.4	7.2	-0.4
COc1ccc(NC(=O)c2ccc(S(=O)(=O)N(C)C3CCCC3)cc2)c2ccccc12	-1.9	16.4	15.6	0.8
O=c1c2ccccc2nc(-c2cccs2)n1NCc1cccc(Br)c1	-2.0	-11.6	-13.9	-0.2

Given field by field: part of the list above
> COc1ccc(C2C(C(=O)OC3CCCCC3)=C(C)NC3=C2C(=O)CCC3)cc1OC (stereo not given)
  GPR151 ag: 0.5
  TEAD-YAP block: -7.2
  MITF inh: 13.9
  FBW7 activator: 1.4

> COc1ccc(C2C(C(=O)O)c3ccccc3C(=O)N2C)cc1O (stereo not given)
  GPR151 ag: -0.5
  TEAD-YAP block: 3.0
  MITF inh: 9.1
  FBW7 activator: 0.0

The list continues.
SMILES	GPR151 ag	TEAD-YAP block	MITF inh	FBW7 activator
O=C(CN1C(=O)c2cccc3cccc(c23)C1=O)NCc1ccc2c(c1)OCO2	-1.1	4.1	-1.1	0.2
CCOC(=O)c1c(NC(=O)COc2cccc(Br)c2)sc2c1CCCCC2	1.4	-17.6	21.4	0.6
O=C(NCCc1nnc2n1CCN(Cc1cccc3ncccc13)CC2)c1ccoc1	0.8	-2.8	-8.8	-0.2
Nc1c(C(=O)c2ccccc2)sc2nc3c(c(-c4cccs4)c12)CCCCC3	1.5	-4.8	-0.2	-0.1
COCCCNC(=O)c1cn(Cc2c(F)cccc2F)nn1	0.6	-2.7	0.2	0.1
CCC(C)NC(=O)CSc1ccsc1[N+](=O)[O-] (stereo not given)	1.2	-1.6	5.2	-0.1
CCOc1ccccc1C(=O)Nc1cc(C)cc(C)c1	-0.4	8.6	7.3	0.0
Cc1cc2sc(C)[n+](CCO)c2cc1C	-0.1	9.3	9.5	0.2
CC(C)CCN1CCNC(=O)C1CC(=O)NCc1ccccc1C(F)(F)F (stereo not given)	-1.5	-3.5	-4.3	-0.1
CCCNc1nc(Nc2cnccn2)nc2c1ncn2-c1ccsc1	-0.4	23.3	16.9	0.3
C/C(=N\NC(=O)COc1cccc(C)c1C)c1cccs1	0.7	-16.3	-10.1	0.0
O=C(NCc1cccs1)c1csc2ccccc12	1.6	-29.1	11.1	0.1
N#Cc1c(NC(=S)NC(=O)Cc2ccc(Cl)cc2)sc2c1CCCCCC2	1.2	4.2	-3.6	-0.1
Cc1[nH]nc(Nc2cccc(Cl)c2Cl)c1[N+](=O)[O-]	-0.3	3.9	7.3	0.0
CC(=O)c1ccc(NC(=O)C(=O)c2c[nH]c3ccccc23)cc1	0.0	-63.7	-0.2	-0.2

Compound profiles, as listed above. Values in the order: GPR151 ag | TEAD-YAP block | MITF inh | FBW7 activator
COc1ccc(NC(=O)C2=C(C)NC(=O)NC2c2cccc(Cl)c2)cc1 (stereo not given) is listed with -1.0 | 8.6 | -2.0 | -0.2
COc1ccc(NC(=O)c2cnc3cc(C)ccn3c2=O)c(OC)c1 is listed with 0.0 | -4.7 | -2.8 | -0.2
Cn1c(C(=O)Nc2ccc3c(c2)OCO3)cc2sccc21 is listed with -0.1 | -86.2 | -3.3 | 0.1
Fc1ccc(NCc2nnc(SCc3ccccc3F)o2)cc1 is listed with -0.4 | -1.0 | -2.5 | 0.0
FC(F)(F)Oc1cccc(-c2cc(NCC3CCCO3)ncn2)c1 (stereo not given) is listed with -0.3 | -18.4 | -9.3 | 0.0

The listing continues.
SMILES	GPR151 ag	TEAD-YAP block	MITF inh	FBW7 activator
CC(=O)Nc1ccc(C(=O)N2CCC[C@@H]3CN(Cc4ccsc4)CC[C@H]32)cc1	-0.1	3.8	-17.6	0.0
Cc1ccc(C)c(NC(=O)C(=O)NCc2ccco2)c1	-0.1	-1.2	-7.2	0.0
O=C(NCCCN1CCCC1)C12CC3CC(CC(C3)C1)C2	0.0	2.4	2.6	-0.1
O=S(=O)(Nc1cccc(-c2nnc3n2CCCCC3)c1)c1ccc(Cl)nc1	0.8	-2.4	-7.7	-0.1
COc1ccccc1C(=O)NC(=S)Nc1ccc(F)cc1	-1.0	3.3	0.5	0.1
COc1ccc(/C(C)=N/Nc2ccccc2C)c(O)c1	0.5	-6.1	-16.6	0.0
c1ccc(-n2cnc3c(NCCN4CCOCC4)nc(Nc4ccncn4)nc32)cc1	-0.7	29.1	10.1	0.1
COCCn1nnnc1C(c1ccc(Cl)cc1)N1CCSCC1 (stereo not given)	-0.5	-8.7	66.3*	0.2
CCCNC(=O)C1Sc2nnc(-c3ccccc3)n2NC1c1ccc(F)cc1 (stereo not given)	-0.7	7.2	8.6	0.0
COc1cccc(C2=NN3C(C2)c2cccc(OC)c2OC3c2cccc(OC)c2)c1 (stereo not given)	-0.1	37.6*	6.1	-0.1
CC1CN(C(=O)Cn2cc(SCC(=O)N3CCCCCC3)c3ccccc32)CC(C)O1 (stereo not given)	-4.8	-44.4	-12.6	-0.4
Cc1cc2nc(-c3ccc(NC(=O)c4ccc([N+](=O)[O-])c(C)c4)cc3)oc2cc1C	-0.6	0.7	2.3	-0.1
COC(=O)c1c(OC(C)C)cc(=O)n2c1CCN(C(=O)c1sc(C)nc1C)CC2	0.4	-3.1	0.6	0.0
COc1ccc(CC(=O)NNC(=O)NC2CCCCC2)cc1	1.2	-2.7	11.9	0.7
CC(=O)c1ccc(NC(=O)c2nc3nc(C)cc(C)n3n2)cc1	-2.0	-6.8	-5.0	0.0
COc1ccc(OCC(=O)N/N=C(\C)CC(=O)Nc2cc(Cl)ccc2Cl)cc1	2.1	8.7	7.1	-0.2
COc1ccccc1N1C(=O)S/C(=C\c2ccc(N3CCOCC3)cc2)C1=O	0.2	-46.8	14.9	0.3
CCC(Oc1ccccc1)c1nc(-c2ccc(OC)cc2)no1 (stereo not given)	1.2	8.4	1.6	0.4
CCn1c(=O)c2c(nc3n(-c4ccccc4OC)c(C)c(C)n23)n(C)c1=O	1.3	10.0	-3.6	0.0
CN1CCN(C(=O)c2ccc(-c3cnc4[nH]c(=O)n(CC(C)(C)CO)c4n3)cc2)CC1	-0.5	-6.6	6.6	0.1
CCC(CC)C(=O)Nc1cc(OC)ccc1OC	0.9	14.0	5.2	0.0
Cc1cc(C)n(CC(=O)N2CCN(c3ncccn3)CC2)n1	1.4	4.5	5.6	0.1
CCCCOC(=O)c1ccccc1NC(=O)c1ccccc1	-0.4	-0.3	-5.1	0.1
